Source: PubChem
TDP2 absorb: blocks human TDP2 phosphodiesterase activity; O95551; recombinant TDP2, T5PNP hydrolysis, p-nitrophenol absorbance 415 nm; inhibition, % at 12.8 µM; 370,000 tested, 0.34% active;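 active = inhibition above the mean of all tested compounds plus 3 SD, set per campaign, cut at about 25% in these data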;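 note: 0% = DMSO with enzyme and 100% = buffer with substrate but no TDP2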
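Evaluation: % inhibition relative to enzyme-containing and enzyme-free wells. Material: recombinant human TDP2. Benchmarks: enzyme-free and DMSO wells. Timing: enzyme reaction with compound for 2 h at 37 °C. Compound dosing: 12.8 µM only. Measured by: p-Nitrophenol epi absorbance. Reagent: T5PNP substrate at 5 mM, a TopII-DNA adduct mimic. Replication: single well per compound.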
Tn7 DDE FP: inhibitors of Tn7 peptide binding to human fibrin DD(E) | FP displacement of FITC-Tn7 peptide from fibrin DD(E); 0% = median of compound wells per plate | inhibition, % at 8.3 µM | 370,000 tested, 0.13% active | AID 720508;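 active = inhibition above the mean of compounds falling within the control limits plus 3 SD of them, cut at about 14% in these data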;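 note: 0% = plate median of compound wells and 100% = 10 µM Aha-Tn7 peptide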
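System: human fibrin DD(E); quantity: Fibrin-DD(E) at 2 µM final; also added: fluorescent Tn7 probe at 0.1 µM; compound dosing: single nominal test concentration of 8.3 µM per compound; schedule: 10 min preincubation, 3 h with tracer, room temperature; detection: fluorescence polarization of the labelled Tn7 tracer; repeats: one replicate per compound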
TCR-CD3 inh: human TCR-CD3 binding inhibition. AID 651800. inhibition, % at 9.4 µM. TAMRA-labeled TCR probe fluorescence, biochemical. 360,000 tested, 0.37% active; in the data active = inhibition above about 19%;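 note: recombinant mutant TCR 2C K166C tagged with TAMRA read by polarization; 0% = receptor in buffer alone and 100% = receptor with positive control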
UHRF1 binding: blocks human UHRF1 binding to methylated DNA; Q96T88; UHRF1 binding to methylated oligo, TR-FRET; inhibition, % at 4.4 µM; 370,000 tested, 0.75% active; in the data active = inhibition above about 21%;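 note: UHRF1 SRA domain binding a hemimethylated CpG hairpin DNA probe; 0% = median of test compound wells and 100% = reference inhibitor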
Target sequence (Q96T88 whole entry, looked up, the tested form may be a part): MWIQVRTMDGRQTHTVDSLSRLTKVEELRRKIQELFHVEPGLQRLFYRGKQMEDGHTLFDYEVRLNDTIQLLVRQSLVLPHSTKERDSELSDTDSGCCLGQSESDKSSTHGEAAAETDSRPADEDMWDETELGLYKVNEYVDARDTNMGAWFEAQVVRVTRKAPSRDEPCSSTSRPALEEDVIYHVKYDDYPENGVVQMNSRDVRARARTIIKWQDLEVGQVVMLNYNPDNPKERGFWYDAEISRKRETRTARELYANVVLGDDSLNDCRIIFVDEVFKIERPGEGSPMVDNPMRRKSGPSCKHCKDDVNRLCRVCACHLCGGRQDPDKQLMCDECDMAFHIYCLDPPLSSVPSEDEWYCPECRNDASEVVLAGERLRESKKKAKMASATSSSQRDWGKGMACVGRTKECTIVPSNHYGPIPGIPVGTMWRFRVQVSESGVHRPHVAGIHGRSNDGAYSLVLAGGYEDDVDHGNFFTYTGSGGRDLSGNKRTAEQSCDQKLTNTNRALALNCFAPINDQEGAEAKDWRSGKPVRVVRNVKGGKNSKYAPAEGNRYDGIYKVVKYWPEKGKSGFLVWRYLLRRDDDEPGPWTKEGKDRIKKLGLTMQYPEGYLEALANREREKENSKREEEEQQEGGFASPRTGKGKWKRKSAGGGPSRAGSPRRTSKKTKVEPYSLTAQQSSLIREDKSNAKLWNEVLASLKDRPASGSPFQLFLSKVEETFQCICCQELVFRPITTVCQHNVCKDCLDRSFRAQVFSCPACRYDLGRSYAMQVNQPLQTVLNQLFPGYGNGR
KLK7 zymogen act: activates the human kallikrein-7 zymogen; P49862; purified proKLK7, EDANS-DABCYL substrate fluorescence; 100% is mature enzyme control, 0% vehicle; activation, % at 7 µM; 370,000 tested, 0.9% active; AID 652039;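 active = activation above the mean of all tested compounds plus 3 SD, computed per campaign excluding outliers beyond control limits, cut at about 13% in these data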
Target sequence (P49862 whole entry, looked up): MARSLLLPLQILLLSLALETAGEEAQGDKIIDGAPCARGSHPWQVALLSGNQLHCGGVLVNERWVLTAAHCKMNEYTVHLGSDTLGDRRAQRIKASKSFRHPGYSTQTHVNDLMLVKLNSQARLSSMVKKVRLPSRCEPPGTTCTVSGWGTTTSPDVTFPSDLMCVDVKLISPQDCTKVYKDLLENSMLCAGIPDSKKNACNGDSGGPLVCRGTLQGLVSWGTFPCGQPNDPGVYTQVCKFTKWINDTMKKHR
PRMT1 FP inh: inhibitors of human PRMT1. recombinant PRMT1, activity-based probe fluorescence polarization. inhibition, % at 2.79 µM. Q99873. 370,000 tested, 1.3% active;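 active = inhibition above about 21% made by adding two undisclosed values, limit read from the data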
MBD2 inh: MBD2-methylated oligo binding inhibition; TR-FRET, MBD2 binding to methylated oligonucleotide; inhibition, % at 4.4 µM; 370,000 tested, 0.31% active; AID 686964; in the data active = inhibition above about 13%
SIAE inh: blocks human sialic acid acetylesterase | Q9HAT2 | SIAE FP-Rh probe binding, fluorescence polarization | inhibition, % at 9.66 µM | 370,000 tested, 0.69% active | AID 1053197;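 active = inhibition above a cutoff: mean of compounds within the control limits plus 3 SD of those, cut at about 17% in these data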;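 note: 0% = plate median of compound wells and 100% = probe without SIAE protein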
Tn6 DDE FP: DD(E)-Tn6 binding inhibition, primary FP screen | 370,000 tested, 0.21% active | Fibrin DD(E) TRITC-Tn6 fluorescence polarization displacement | inhibition, % at 8.3 µM | P02675;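 active = inhibition above a per-campaign cutoff: mean of compounds within control limits plus 3 SD, cut at about 15% in these data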;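 note: 0% = median of all compound wells on the plate and 100% = blocking peptide control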
LEDGF integ inh: blocks HIV-1 LEDGF/p75-dependent DNA integration. TR-FRET IN-LEDGF/p75 DNA integration, Eu/Cy5. inhibition, % at 3.7 µM. 370,000 tested, 0.64% active. AID 743269;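 active = inhibition above the screen-wide mean plus 3 SD, cut at about 13% in these data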;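 note: signal is the Cy5 over europium emission ratio at 671 and 618 nm; 0% = plate median of compound wells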
* marks the source's active call; other numbers are inactive results; . = not tested or not shown; & = joins results of further samples; ! = not active in a repeat.

TDP2 absorb	Tn7 DDE FP	TCR-CD3 inh	UHRF1 binding	KLK7 zymogen act	structure	PRMT1 FP inh	MBD2 inh	SIAE inh	Tn6 DDE FP	LEDGF integ inh
-6	-9	-1	4	0.1	Cc1nc(N2CCCCC2)nc(N2CCCCC2)c1C=O	-2	5	-1	5	4
-7	4	3	-2	-0.5	CNc1ccc(C(=O)c2ccccc2C(=O)O)cc1[N+](=O)[O-]	-3	-2	5	10	1
3	0	2	-2	-0.1	Cc1ccc(C(=O)NCC(C)NC(=O)c2ccc(C)c([N+](=O)[O-])c2)cc1[N+](=O)[O-] (stereo not given)	-4	-8	1	0	4
4	-2	3	-2	0.5	CC(C)c1nc2c(c(=O)c3ccccc3n2C)c(=O)n1CCc1ccccc1	1	1	-5	-3	1
-3	4	0	2	-0.1	Cc1cccc(NC(=O)c2c(F)c(F)c(F)c(F)c2F)c1	0	3	-2	8	-1
-4	-12	6	1	0.6	C/C(=N\N=C(c1ccccc1)c1ccccc1)c1cccs1	-1	-2	1	3	0
4	-2	0	-2	0.5	Fc1ccccc1Nc1nc(NCc2ccco2)nc(N2CCOCC2)n1	-3	-5	-6	-7	-2
-12	-9	3	-7	0.3	Cc1cc(OCC(=O)N2CCOCC2)c(C(C)C)cc1Cl	-2	-1	2	0	-2
0	0	-3	3	0.7	CN(Cc1cc2ccccc2[nH]c1=O)C(=O)COc1ccccc1	3	-4	5	-4	4
0	0	1	-5	-0.1	CCOc1cc(S(=O)(=O)Nc2ccccc2CC)ccc1Cl	-2	-4	-2	0	4
13	-2	2	-2	-2.3	Oc1cccc(C=Nc2cccc3ccccc23)c1O	38*	1	20*	-9	9
-5	-1	0	0	0.8	CCOC(=O)c1nn(-c2ccc(F)cc2)c(-c2ccccc2)c1C(=O)c1ccccc1	-1	-7	0	-4	0

The listing continues.
TDP2 absorb	Tn7 DDE FP	TCR-CD3 inh	UHRF1 binding	KLK7 zymogen act	structure	PRMT1 FP inh	MBD2 inh	SIAE inh	Tn6 DDE FP	LEDGF integ inh
0	-1	.	4	-0.2	COc1ccc2c(C(C)c3ccc(N)cc3)cn(C)c2c1 (stereo not given)	-4	0	16	-1	4
-5	3	5	-2	16*	CC(=O)Nc1ccc(S(=O)(=O)NCCc2cn3nc(C)c(C)nc3n2)cc1	2	1	4	-5	6
-6	-4	7	-4	-0.5	CCOc1ccc(Nc2ccnc3cc(Cl)ccc23)cc1	-2	-2	2	-2	-1
7	-3	-3	1	0.5	COc1ccccc1C(O)(C(=O)N(NC(C)=O)c1ccccc1)c1ccccc1OC	-1	1	5	3	-2
-18	-6	7	-1	0.1	NC(N)=NN=C1CCC(c2ccccc2)CC1 (stereo not given)	-4	-5	2	-1	6
-7	-1	4	3	-0.3	CC(=O)CC(c1ccccc1)S(=O)(=O)c1ccc([N+](=O)[O-])cc1 (stereo not given)	-6	2	-3	2	7
16	5	1	-2	0.6	CSc1ccc(C(=S)N2CCCC2)cc1	0	-5	3	-2	2
-12	2	-9	4	-0.4	OC1COC(OCC2OC(OCc3ccccc3)C(O)C(O)C2O)C(O)C1O (stereo not given)	9	3	7	-5	1
15	0	4	-2	0.3	COc1ccc(NC(=O)c2ccc(N3C(=O)C4CC=C(C)CC4C3=O)cc2)c(OC)c1 (stereo not given)	-3	1	4	-4	-1
-14	-7	-3	0	-0.1	Cc1ccccc1OCC(O)Cn1c(=N)n(Cc2ccccc2)c2ccccc21 (stereo not given)	3	-3	-5	-7	-6
16	1	2	0	-0.3	CC1CC(c2ccccc2)n2nc(NC(=O)c3cccs3)nc2N1 (stereo not given)	0	-3	-1	3	-2
7&6	13&11	5&-2	-2&-11	1.3&0.7	CN1C[C@H](C(=O)N[C@]2(C)O[C@@]3(O)[C@@H]4CCCN4C(=O)[C@H](Cc4ccccc4)N3C2=O)CC2c3cccc4[nH]cc(c34)C[C@H]21 (stereo not given in full)	11&12	-1&-2	21*!	0&-1	0&4

Continuation.
TDP2 absorb	Tn7 DDE FP	TCR-CD3 inh	UHRF1 binding	KLK7 zymogen act	structure	PRMT1 FP inh	MBD2 inh	SIAE inh	Tn6 DDE FP	LEDGF integ inh
1	-9	-4	5	0.5	O=C(O)CCn1cc(/C=N/O)c(-c2cccc([N+](=O)[O-])c2)n1	-1	-1	-4	0	-3
4	12	-8	-3	0.2	Cc1cnc(NC(=O)CSc2ncc(-c3ccccc3)n2Cc2ccco2)s1	1	0	2	6	-2
-2	1	-2	-3	0.5	CCc1ccc2nc(NC(=O)CSCc3c(C)noc3C)sc2c1	-1	-4	-5	-4	1
1	-7	-5	3	0.0	CCCCCCCN(C(=O)CCl)c1cccc(C)c1	0	2	-5	2	2
8	3	3	0	0.3	CC1CCCC(NC(=O)CSc2nnc(-c3cccnc3)o2)C1C (stereo not given)	0	-2	6	3	-3
18	5	5	0	0.0	O=C(Nc1cccc(-c2nn[nH]n2)c1)c1ccc(Br)s1	1	4	-16	-6	3
-1	6	-2	0	0.1	O=C(Nc1ccc(F)cc1)Oc1ccccc1N1CCOCC1	-2	7	4	4	2
1	3	15	0	5.6	CC12CCC(C(=O)N(NC(=O)c3cc(Cl)ccc3O)C1=O)C2(C)C (stereo not given)	0	-1	5	1	1
10	1	-1	1	-0.2	COc1cc(/C=C/c2onc(C)c2[N+](=O)[O-])cc(OC)c1OC	0	-1	-3	-3	-3
8	1	5	0	-0.4	Cc1cc(S(=O)(=O)N2CC(=O)N(CCc3ccccc3)C(=O)C2)ccc1F	-3	-2	-3	-1	0
7	3	1	2	-0.8	O=C(c1cccnc1)N1C2CCC1CC(O)(c1ccc(F)cc1)C2 (stereo not given)	0	0	2	-4	-1
13	-2	-10	0	-0.5	Fc1ccc(-n2ncc3c(SCc4cccnc4)ncnc32)cc1	3	2	7	-1	-4

A portion of the results above:
TDP2 absorb	Tn7 DDE FP	TCR-CD3 inh	UHRF1 binding	KLK7 zymogen act	structure	PRMT1 FP inh	MBD2 inh	SIAE inh	Tn6 DDE FP	LEDGF integ inh
-14	-7	-3	0	-0.1	Cc1ccccc1OCC(O)Cn1c(=N)n(Cc2ccccc2)c2ccccc21 (stereo not given)	3	-3	-5	-7	-6
16	1	2	0	-0.3	CC1CC(c2ccccc2)n2nc(NC(=O)c3cccs3)nc2N1 (stereo not given)	0	-3	-1	3	-2
7&6	13&11	5&-2	-2&-11	1.3&0.7	CN1C[C@H](C(=O)N[C@]2(C)O[C@@]3(O)[C@@H]4CCCN4C(=O)[C@H](Cc4ccccc4)N3C2=O)CC2c3cccc4[nH]cc(c34)C[C@H]21 (stereo not given in full)	11&12	-1&-2	21*!	0&-1	0&4
1	-9	-4	5	0.5	O=C(O)CCn1cc(/C=N/O)c(-c2cccc([N+](=O)[O-])c2)n1	-1	-1	-4	0	-3
4	12	-8	-3	0.2	Cc1cnc(NC(=O)CSc2ncc(-c3ccccc3)n2Cc2ccco2)s1	1	0	2	6	-2
-2	1	-2	-3	0.5	CCc1ccc2nc(NC(=O)CSCc3c(C)noc3C)sc2c1	-1	-4	-5	-4	1
1	-7	-5	3	0.0	CCCCCCCN(C(=O)CCl)c1cccc(C)c1	0	2	-5	2	2
8	3	3	0	0.3	CC1CCCC(NC(=O)CSc2nnc(-c3cccnc3)o2)C1C (stereo not given)	0	-2	6	3	-3
18	5	5	0	0.0	O=C(Nc1cccc(-c2nn[nH]n2)c1)c1ccc(Br)s1	1	4	-16	-6	3
-1	6	-2	0	0.1	O=C(Nc1ccc(F)cc1)Oc1ccccc1N1CCOCC1	-2	7	4	4	2
1	3	15	0	5.6	CC12CCC(C(=O)N(NC(=O)c3cc(Cl)ccc3O)C1=O)C2(C)C (stereo not given)	0	-1	5	1	1
10	1	-1	1	-0.2	COc1cc(/C=C/c2onc(C)c2[N+](=O)[O-])cc(OC)c1OC	0	-1	-3	-3	-3
8	1	5	0	-0.4	Cc1cc(S(=O)(=O)N2CC(=O)N(CCc3ccccc3)C(=O)C2)ccc1F	-3	-2	-3	-1	0

(list continues)
TDP2 absorb	Tn7 DDE FP	TCR-CD3 inh	UHRF1 binding	KLK7 zymogen act	structure	PRMT1 FP inh	MBD2 inh	SIAE inh	Tn6 DDE FP	LEDGF integ inh
6	-4	-7	-4	0.3	COc1cc(/C=N/NC(=O)c2cnccn2)cc(OC)c1OC	-4	1	-1	0	1
-9	-1	.	3	0.2	O=C(CSc1nnc(-c2ccccn2)n1-c1ccc(Cl)cc1)Nc1ccc(S(=O)(=O)Nc2nccs2)cc1	0	0	-13	-7	1
16	2	6	-2	0.1	Cc1ccc(NC(=O)CN2CCCC2)cc1Br	-3	-4	2	4	-2
9	3	2	-3	0.4	O=C(NCc1ccc2c(c1)OCO2)Nc1ccc2ccccc2c1	-2	3	3	5	-1
-3	-4	12	-2	-0.8	Cc1ccc(-n2nc(C)c3c2C(Br)C(C)(C)CC3=O)nc1 (stereo not given)	3	-5	7	-4	1
-12	1	0	0	-0.7	CCN(CC)c1ccc(NC(=O)/C=C\c2ccccc2Cl)cc1	3	-5	10	-9	-1
2	0	10	-2	16*	COc1ccccc1NC(=O)CSc1nc2c(sc3ccccc32)c(=O)n1CCN(C)C	70*	-6	-4	-2	-1
0	-3	3	2	-0.1	CCOc1ccc(C2(C)NC(=O)N(CCN(C)C)C2=O)cc1 (stereo not given)	-3	4	-5	0	-6
-1	-3	-6	-1	0.1	COc1cccc(Nc2nc(C(N)CO)cs2)n1 (stereo not given)	5	-4	4	0	6
15	-1	7	0	0.3	O=C(N[C@@H](Cc1ccccc1)C(=O)NCc1ccc(F)cc1)C1CCNCC1	1	3	-5	5	-1
5	-6	0	0	0.4	Cc1nnc2sc(SCC(=O)N3CCC(C)CC3)nn2c1=O	4	-4	4	-1	-2
5	-3	-2	-2	-0.1	COc1ccc(Cn2c(=N)c(C(=O)NC3CCCCC3)cc3c(=O)n4ccccc4nc32)cc1	1	0	6	-9	0

(listing goes on)
TDP2 absorb	Tn7 DDE FP	TCR-CD3 inh	UHRF1 binding	KLK7 zymogen act	structure	PRMT1 FP inh	MBD2 inh	SIAE inh	Tn6 DDE FP	LEDGF integ inh
-4	-7	4	13	0.1	Cc1ccc(S(=O)(=O)/N=C(/c2ccc(F)cc2)N2CCCC2)cc1	-1	-4	2	1	1
-1	-3	-5	1	0.4	COc1ccc(C(=O)Nc2nc(C)c(C)s2)cc1OC	-2	-1	-1	0	2
5	1	3	3	-0.5	COc1ccc(CNC(=O)[C@@H](NC(=O)C2CCN(C(=O)[C@@H]3CCCN3C(=O)OC(C)(C)C)CC2)C(C)C)cc1	-2	-4	6	7	-1
1	3	-4	0	0.5	CC1CCCCN1N=Nc1nc2c([nH]1)c(=O)n(C)c(=O)n2C (stereo not given)	6	-2	-2	1	-2
2	5	1	1	0.8	CCc1cccc(CC)c1NC(=O)COC(=O)c1ccccc1-c1nc2ccccc2s1	0	3	-7	0	-1
1	-4	6	13	-0.1	O=C(COC(=O)Cc1ccc(Cl)cc1)NCc1ccco1	5	6	-6	-2	11
6	-1	-1	-3	0.1	O=C(Nc1ccc(Br)cc1)c1cccnc1N1CCCCC1	0	4	0	-3	1
